Compound activity from PubChem.
SKKanGAS inh: SKKanGAS growth inhibition. 300,000 compounds, 1.3% hits. inhibition, % at 7.5 µM. S. pyogenes SKKanGAS, kanamycin growth, BacTiter-Glo, 6 h. AID 1662;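 active means mean replicate score, as percent of positive control median, at least 50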;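 further: strain carries kanamycin resistance gene driven by streptokinase promoter and grows in 40 µg/ml kanamycin; loss of luminescence reflects streptokinase promoter inhibition or plain growth inhibition; 0% = median of DMSO wells and 100% = positive control at its reference dose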
RGS4 act: RGS4 potentiation or activation; 310,000 compounds, 0.92% hits; AID 463111; B-score at 10 µM; HEK293 M3R/inducible RGS4, carbachol calcium flux Fluo4; hits give low values;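 active means B-score of the integrated calcium signal more than 4 SD below the library mean, with starting fluorescence not abnormally high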;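 further: negative B-score means reduced calcium response which marks RGS4 activation or potentiation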
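Material: Inducible-RGS4 HEK293 cells carrying M3 receptor; also added: carbachol at ECmax as muscarinic agonist stimulus; incubation: compound preincubation 20 min at room temperature before agonist; signal: Fluo4-AM (2 µM) calcium-flux fluorescence, kinetic read; measure: integrated calcium ratio converted to B score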
Platelet DG rel: platelet dense granule release activity. inhibition, %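 (compounds screened at 7.5 µM in platelet-rich plasma)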. human platelet-rich plasma, SFLLRN dense granule ATP release, luminescence. 300,000 compounds, 0.22% hits;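 active means mean replicate score, as percent of positive control, at or above 50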
MrgX1 PAM: allosterically activates human MrgX1 receptor signaling; Q96LB2; B-score at 10 µM; AID 588675; MrgX1-HEK293, Fluo-4 calcium flux, FDSS; hits give high values; 310,000 compounds, 0.63% hits;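 active means plate-corrected calcium response at least 3 library SD above typical, normal starting fluorescence, not activating the receptor alone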;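 further: compound read alongside a low EC10 to EC30 dose of BAM8-22 agonist; peak minus trough fluorescence over baseline measured at the second addition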
TRPC4 block: inhibitors of mouse TRPC4 channel. Q9QUQ5. HEK293 TRPC4beta/mu-opioid, DAMGO-evoked Fluo4 calcium flux; hits give low values. B-score at 10 µM. 300,000 compounds, 0.39% hits. AID 2247;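 active means B-score over 3 SD under the library average, no early fluorescence shift, positive overall ratio signal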
Target sequence (Q9QUQ5 whole entry, looked up): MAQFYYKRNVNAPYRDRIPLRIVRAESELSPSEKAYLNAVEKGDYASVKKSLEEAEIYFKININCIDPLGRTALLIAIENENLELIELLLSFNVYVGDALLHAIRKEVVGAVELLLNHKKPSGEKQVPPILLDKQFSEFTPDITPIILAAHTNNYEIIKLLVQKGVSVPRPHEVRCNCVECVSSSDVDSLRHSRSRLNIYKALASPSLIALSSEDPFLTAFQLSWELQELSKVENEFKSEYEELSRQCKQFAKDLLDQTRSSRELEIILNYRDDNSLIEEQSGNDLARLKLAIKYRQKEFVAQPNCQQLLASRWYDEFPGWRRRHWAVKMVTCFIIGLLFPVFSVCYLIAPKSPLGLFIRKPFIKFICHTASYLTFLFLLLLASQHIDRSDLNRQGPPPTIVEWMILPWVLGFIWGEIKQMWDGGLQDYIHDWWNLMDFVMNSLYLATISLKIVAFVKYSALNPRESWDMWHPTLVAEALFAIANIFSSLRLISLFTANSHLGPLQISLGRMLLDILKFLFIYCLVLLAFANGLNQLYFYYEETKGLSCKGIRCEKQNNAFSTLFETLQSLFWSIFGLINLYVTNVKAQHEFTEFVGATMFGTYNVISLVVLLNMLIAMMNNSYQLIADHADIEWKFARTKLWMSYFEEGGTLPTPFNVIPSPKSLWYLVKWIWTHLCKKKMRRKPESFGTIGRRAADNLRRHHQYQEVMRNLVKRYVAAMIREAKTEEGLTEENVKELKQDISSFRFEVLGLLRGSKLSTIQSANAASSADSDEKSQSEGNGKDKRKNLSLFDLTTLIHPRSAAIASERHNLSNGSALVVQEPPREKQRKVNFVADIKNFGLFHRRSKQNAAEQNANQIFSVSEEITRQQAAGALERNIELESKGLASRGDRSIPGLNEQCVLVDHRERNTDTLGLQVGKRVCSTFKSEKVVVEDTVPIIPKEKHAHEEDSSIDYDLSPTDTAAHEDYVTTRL
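System: stable TRPC4beta/mu-opioid receptor HEK293 cells; Dosing: single-point compound dosing; Measured by: Fluo4 Ca2+ flux fluorescence; Read-out basis: per-well B score of integrated baseline-normalized Fluo4 ratio.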
RGS4 inh: human RGS4 inhibition | P49798 | HEK293 M3R/RGS4 inducible, Fluo-4 calcium flux; hits give high values; triggered by carbachol at its EC20 | B-score at 10 µM | 310,000 compounds, 0.45% hits | AID 463165;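 active means B-score, a plate-corrected calcium signal, over three deviations above library mean, with baseline fluorescence within five deviations of library mean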;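 further: RGS4 expression induced by doxycycline in cells with stable M3 receptor; B-score is computed from the integrated fluorescence ratio over baseline after carbachol; higher B-score means a larger calcium signal and so more RGS4 inhibition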
MrgX1 agonist: agonists of human MrgX1 receptor. MrgX1-HEK293 cells, Fluo-4 calcium fluorescence, agonist mode; hits give high values. B-score at 10 µM. AID 588627. 310,000 compounds, 0.44% hits. Q96LB2;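 active means calcium response B-score plate-corrected fluorescence ratio at least 3 library SD, with starting fluorescence B-score inside 5 SD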
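times = overnight plating, then 30 min 37 °C plus 30 min room-temperature dye loading | assay system = stable human MrgX1 HEK293 cell line | input = fifteen thousand cells per well | signal = kinetic calcium dye fluorescence, Fluo-4 NW | dosing = compound delivered in addition one of three | read-out = B-scored fluorescence response ratio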
HIF act: HIF pathway transcriptional activation; 300,000 compounds, 0.32% hits; U2OS HRE-luciferase reporter, luminescence; normalized: DMSO 0%, desferrioxamine 100%; AID 1910; activation, % at 7.5 µM (by protocol);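 active means mean activation of at least 10% of the iron chelator positive control signal, with at least half of replicates also reaching 10%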
TRPC6 activator: activates the mouse TRPC6 cation channel; Q61143; B-score at 10 µM; 310,000 compounds, 0.13% hits; HEK293-TRPC6 membrane potential dye fluorescence; hits give high values;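 active means B-score of the integrated fluorescence ratio above library mean plus 3 SD, and starting fluorescence ratio within library mean plus 5 SD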;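 further: higher score means more depolarization so channel activation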
MrgX1 antagonist: human MrgX1 receptor antagonism, primary screen; Q96LB2; MRGX1-HEK293 calcium flux, Fluo-4, BAM8-22 antagonism; hits give low values; B-score at 10 µM; 310,000 compounds, 1.3% hits; AID 588676;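 active means calcium-response B-score plate-corrected more than 3 library SD below zero, starting fluorescence within 5 deviations, no agonist response on first addition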;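 further: peak minus trough fluorescence over baseline after final BAM8-22 challenge near maximal dose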
TRPC6 inh: mouse TRPC6 channel inhibition; 310,000 compounds, 1.1% hits; Q61143; B-score at 10 µM; AID 2553; HEK293-TRPC6, membrane potential dye, ACh-evoked depolarization; hits give low values;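 active means B-score under library mean minus 3 SD, initial fluorescence not abnormally high, positive integrated signal ratio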;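 further: B-score derived from integrated fluorescence ratio over the kinetic read; more negative B-score means stronger inhibition of depolarization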
Active calls of the source: *; i = inactive; . = no result given. Hits appear at their usual frequency; about 6.1% have a hit in one of these screens.

smiles | MrgX1 antagonist | HIF act | TRPC6 inh | RGS4 inh | MrgX1 PAM | RGS4 act | Platelet DG rel | TRPC6 activator | SKKanGAS inh | MrgX1 agonist | TRPC4 block
O=C(c1ccc(Cl)c(S(=O)(=O)N2CCCC2)c1)N1CCCCC1 | i | -0.3 | i | i | i | i | 10.0 | i | -1.9 | i | i
CC1CCCC(C)N1C(=O)CSc1ccc(-c2ccc3c(c2)OCCO3)nn1 (configuration not stated) | i | 0.5 | i | i | i | i | -3.3 | i | -2.0 | i | i
C/C(=N\NC(=O)CNC(=O)C1COc2ccccc2O1)c1ccc(Cl)cc1 (configuration not stated) | i | -0.2 | i | i | i | i | 2.8 | i | -6.3 | i | i
Cc1ccccc1-n1c(=O)c2ccccc2n2nnnc12 | i | -0.2 | i | i | i | i | 16.4 | i | -4.8 | i | i
O=S1(=O)CCOC[C@H](c2ccccc2)N1Cc1ccccc1 | i | 0.4 | i | i | i | i | -5.4 | i | 7.9 | i | i
O=C(CSc1n[nH]c(=O)[nH]c1=O)NCC1CCCCC1 | i | -0.1 | i | i | i | i | -1.5 | i | -1.8 | i | i
O=C(Nc1ccccc1OC(F)F)C1CC(=O)N(Cc2ccccc2)C1 (configuration not stated) | i | 0.3 | i | i | i | i | -3.1 | i | -5.0 | i | i
COc1ccc2c(c1OC)c(=O)n1c3ccc(OC(C)C(=O)NCCCN4CCOCC4)cc3c3ccnc2c31 (configuration not stated) | i | -0.3 | i | i | i | i | 3.9 | i | 6.5 | i | i
CCOC(=O)c1[nH]c2ccc(F)cc2c1NC(=O)c1ccccc1C(=O)O | i | -22.0 | i | i | i | i | 4.0 | i | 84.4* | i | i
NNC(=O)CN1C(c2ccc(Cl)cc2)=Nc2ccc(Br)cc2C1c1ccccc1 (configuration not stated) | i | 0.9 | i | i | i | i | 5.9 | i | 15.8 | i | i
O=C(N1CCN=C1SCc1cccnc1)C12CC3CC(CC(C3)C1)C2 | i | 1.0 | i | i | i | i | 3.2 | i | 2.6 | i | i
CN(C)c1ccc(N=Nc2ccccc2C(=O)OCC(=O)NC2CCCC2)cc1 | i | 1.1 | i | i | i | i | -4.8 | i | -6.1 | i | i
CCCCNC(=O)Cn1c(=O)n(C)c2ccccc21 | i | 0.6 | i | i | i | i | 12.8 | i | -1.7 | i | i
O=S(=O)(/C=C/c1ccccc1)NCCc1ccccn1 | i | -0.2 | i | i | i | i | -19.0 | i | -2.0 | i | .
COc1ccc(-n2cnnc2SC(C)c2nc3sc(C)c(C)c3c(=O)[nH]2)cc1 (configuration not stated) | . | -0.4 | i | i | . | i | 3.6 | i | 16.8 | . | i
COc1cc2c(cc1OC)C(c1ccc(C)cc1)NC(=O)C2 (configuration not stated) | i | -1.2 | i | i | i | i | 4.8 | i | -5.6 | i | i
CN(CCC#N)C(=O)c1ccc(CNS(=O)(=O)c2ccc(F)cc2)cc1 | i | -0.5 | i | i | i | i | -1.3 | i | -6.9 | i | i
CCSc1nnc(-c2ccccc2NC(=O)CC)c(=O)[nH]1 | i | -0.8 | i | i | i | i | 8.9 | i | -1.8 | i | i
O=C(O)c1cc(-n2cccc2)ccc1N1CCOCC1 | i | -0.2 | i | i | i | i | -7.9 | i | -6.5 | i | i
O=[N+]([O-])c1ccccc1CSc1nc2ccccc2o1 | i | -4.5 | i | i | i | i | 5.5 | i | 4.6 | i | i
Cc1cc(-n2[nH]c(C)c(C)c2=O)nc(-c2ccccc2O)n1 | i | 0.5 | i | i | i | i | 1.8 | i | 11.4 | i | i
Cc1ccc(OCc2nc(-c3ccccn3)n[nH]2)cc1 | i | 1.4 | i | i | i | i | 4.0 | i | 4.8 | i | i
O/N=C/c1ccn(-c2ccc(Br)cc2)c1 | i | 2.8 | i | i | i | i | 1.8 | i | -6.2 | i | i
CCc1cccc(C)c1NC(=O)CSc1nc(-c2ccccc2F)nc2nc[nH]c12 | i | 0.2 | i | i | i | i | -10.8 | i | 2.6 | i | i
O=C(CSc1nc2ccccc2[nH]1)NC1CCCC1 | i | 1.0 | i | i | i | i | -1.8 | i | 3.5 | i | i
Cc1cc2c(c(SCC(N)=O)n1)C(=O)OC2 | i | -0.5 | i | i | 6.74* | i | -7.1 | i | 6.6 | i | i
CC(=O)Nc1ccc(NC(=O)COC(=O)c2c(C)nn(-c3ccccc3)c2C)cc1 | i | -0.2 | i | i | i | i | -2.0 | i | -2.6 | i | i
Cc1cc2c(cc1S(=O)(=O)N1CC(C)CC(C)C1)OCC(=O)N2 (configuration not stated) | i | -0.4 | i | i | i | i | -6.7 | i | -1.6 | i | i
Cc1cccc(NC(=O)Cn2nc(-c3ccco3)ccc2=O)c1C | i | 0.9 | i | i | i | i | -7.8 | i | -2.2 | i | i
COc1cccc(/C=N/NC(=O)CNC(=O)c2ccc(S(=O)(=O)N3CCCC3)cc2)c1OC | i | 0.0 | i | i | i | i | 0.9 | i | 1.0 | i | i
CCN(CC)c1ccc(NC(=O)Nc2cccc3ccccc23)cc1 | i | 3.3 | i | i | i | i | -0.6 | i | 2.1 | i | i
c1ccc2c(OCCCCN3CCCC3)cccc2c1 | i | -0.4 | i | i | i | i | 8.0 | i | -7.9 | i | i
Cc1ccc2oc(-c3ccc(NC(=O)CC(C)C)cc3)nc2c1 | i | . | i | i | i | i | 5.2 | i | -1.7 | i | i
Cc1ccc(S(=O)(=O)N2CCN(C(=O)CCC(=O)NCc3cccc(C(F)(F)F)c3)CC2)cc1 | i | 0.2 | i | i | i | i | -4.3 | i | -6.7 | i | i
CCC1CCCCN1C(=O)/C=C/c1ccc2c(c1)OCO2 (configuration not stated) | i | -1.3 | i | i | i | i | -1.7 | i | -2.3 | i | i
O=C(O)C1CCCCC1C(=O)Nc1ccc2c(c1)OCCO2 (configuration not stated) | i | 0.6 | i | i | i | i | -0.6 | i | 2.3 | i | i
O=c1onc(-c2ccccc2)c2ccccc12 | i | -0.3 | i | i | i | i | 2.6 | i | 2.2 | i | i
COc1ccc(C2C(C(=O)Nc3cc(C)on3)c3ccccc3C(=O)N2C)cc1 (configuration not stated) | i | -1.9 | i | i | i | i | 1.0 | i | 1.3 | i | i
COC(=O)c1ccc(NC(=O)Cn2nnc(-c3cccs3)n2)cc1 | i | -0.7 | i | i | i | i | 0.0 | i | -10.2 | i | i
CN(C)S(=O)(=O)c1ccc(NC(=O)N2CCN(c3cccc(C(F)(F)F)c3)CC2)cc1 | i | -1.1 | i | i | i | i | -1.5 | i | -16.1 | i | i
CCOc1ccccc1CNS(=O)(=O)c1ccc2c(c1)C(C)(C)C(=O)N2C | i | -0.7 | i | i | i | i | 2.1 | i | -2.7 | i | i
CCOc1cccc(-c2cc(=O)[nH][nH]2)c1 | i | -0.4 | i | i | i | i | 11.3 | i | 15.1 | i | i
Cc1ncoc1C(=O)N1CCCC(N2CCN(c3ccccc3F)CC2)C1 (configuration not stated) | i | 0.4 | i | i | i | i | -6.5 | i | -9.2 | i | i
COc1ccc(Cn2nnnc2CN2CCN(c3ccc(OC)cc3)CC2)cc1 | i | 0.0 | i | i | i | i | -2.5 | i | -5.2 | i | i
CCN(CC)CCCCCOc1ccccc1OC | i | -0.3 | i | i | i | i | -0.7 | i | -7.7 | i | i
COc1ccccc1CN(Cc1nc2ccccc2c(=O)[nH]1)S(=O)(=O)c1ccc(C)cc1 | i | 0.4 | i | i | i | i | -3.9 | i | -0.2 | i | i
COc1ccc2occ(C(=O)c3cccs3)c2c1 | i | 2.0 | i | i | i | i | 0.4 | i | 2.2 | i | i
CC1(C)C(=O)OC(/C=C\c2cccc([N+](=O)[O-])c2)C(C)(C)C1=O (configuration not stated) | i | -0.1 | i | i | i | i | 1.5 | i | 1.7 | i | i
Cc1ccccc1-c1nc(CS(=O)(=O)CC(=O)N2CCCCC2)c(C)o1 | i | 0.0 | i | i | i | i | 0.5 | i | -1.5 | i | i
N=C1C(c2nc3ccccc3[nH]2)=C(O)CN1c1ccc(F)cc1 | i | 0.8 | i | i | i | i | 8.4 | i | 19.4 | i | i

(next part)
smiles | MrgX1 antagonist | HIF act | TRPC6 inh | RGS4 inh | MrgX1 PAM | RGS4 act | Platelet DG rel | TRPC6 activator | SKKanGAS inh | MrgX1 agonist | TRPC4 block
Fc1ccc(CN2CCN(c3ncnc4scc(-c5ccccc5)c34)CC2)cc1 | i | -25.2 | i | i | i | i | -7.4 | i | -2.8 | i | i
NS(=O)(=O)c1ccc(CCNC(=O)CN2CCN(c3ccccc3O)CC2)cc1 | i | 0.1 | i | i | i | i | -1.9 | i | -7.2 | i | i
C/C(=N\NC(=O)c1cccc(S(=O)(=O)N2CCCC2)c1)c1ccc(F)cc1 | i | -0.3 | i | i | i | i | -7.7 | i | -8.0 | i | i
COCCC(=O)N1CCC(C(=O)Nc2ccc(Oc3ccccc3)nc2)CC1 | i | 1.7 | i | i | i | i | -5.9 | i | 0.5 | i | i
Cc1c(N)cc(N)cc1C(=O)O | i | 0.0 | i | i | i | i | -10.3 | i | -5.9 | i | i
Nc1nc(Cl)cc(Oc2ccc([N+](=O)[O-])cc2)n1 | i | -0.7 | i | i | i | i | 0.3 | i | -2.6 | i | i
COc1ccc(N2CCN(C(=S)Nc3ccc(OC)cc3OC)CC2)cc1 | i | -0.6 | i | i | i | i | 0.2 | i | -6.5 | i | i
CC1(C)c2cc(Cl)ccc2-n2c1cc(O)c(-c1ccccc1)c2=O | i | -1.3 | i | i | i | i | 1.6 | i | 2.6 | i | i
CCOC(=O)N1CCC(NC(=O)c2cnc3n(c2=O)CCS3)CC1 | i | -0.2 | i | i | i | i | -7.4 | i | -0.2 | i | i
CC(C)(C)c1ccc(C(=O)NN=C2CCCC2)cc1 | i | 0.3 | i | i | i | i | 7.0 | i | -0.8 | i | i
CCOC(=O)c1sc(NC(=O)c2ccco2)c(C#N)c1C | i | 0.9 | i | i | i | i | 17.6 | i | -3.8 | i | i
CCN1C(=O)CSc2ccc(C(=O)NCc3ccccc3)cc21 | i | 0.3 | i | i | i | i | 1.1 | i | -0.6 | i | i
COc1ccc(N2CCN(C(=O)CCCNC(=O)Cn3cnc4sc(C)c(C)c4c3=O)CC2)cc1 | i | -0.4 | i | i | i | i | -3.4 | i | 8.2 | i | i
